# PrPC surface inh = inhibitors of human cell surface prion protein PrPC, primary screen, cell-based, TR-FRET; TR-FRET read-out; hit rate 0.43% among 370,000; AID 720596, 2013; Major prion protein (Homo sapiens), P04156; inhibition, % at 13.8 µM; in the data active = inhibition above about 24%; also: 0% = median of the test wells and 100% = reference compound wells
# MazF activator = activators of E. coli MazEF toxin-antitoxin RNase, primary screen, biochemical, fluorescence, uHTS; FAM/BHQ RNA-DNA oligo cleavage fluorescence, 5 h; Endoribonuclease toxin MazF (Escherichia coli (strain K12)), P0AE70; activation, % at 20 µM; hit rate 0.32% among 350,000; in the data active = activation above about 50%
# BoNT-F LC inh = BoNT/F light chain protease inhibitors, primary screen, biochemical, flow cytometry, MLPCN library. Botulinum neurotoxin type F light chain protease (Clostridium botulinum). Multiplex microsphere protease cleavage assay. inhibition, % at 10 µM. hit rate 0.22% among 360,000. AID 588497, 2011; in the data active = inhibition above about 35%, passing the limit was not always enough; inconclusive = no clear call, values can overlap the other calls; also: plate controls were buffer without enzyme for full effect and enzyme alone for no effect
# SARS 3CLpro inh = SARS-CoV 3CLpro protease inhibitors, primary screen, biochemical, quenched FRET; recombinant SARS-CoV 3CLpro, quenched FRET peptide cleavage; inhibition, % at 6 µM; Replicase polyprotein 1ab (Severe acute respiratory syndrome coronavirus), P0C6X7; hit rate 0.14% among 290,000; in the data active = inhibition above about 12%
# Anthrax LF inh2 = Bacillus anthracis LF protease inhibitors, primary screen, biochemical, multiplex microsphere, MLPCN library; multiplex microsphere protease cleavage assay; Lethal factor (Bacillus anthracis), P15917; hit rate 0.12% among 360,000; inhibition, % at 10 µM; also: plate controls were buffer without enzyme for full effect and enzyme alone for no effect
# Target sequence (P15917 whole entry, looked up): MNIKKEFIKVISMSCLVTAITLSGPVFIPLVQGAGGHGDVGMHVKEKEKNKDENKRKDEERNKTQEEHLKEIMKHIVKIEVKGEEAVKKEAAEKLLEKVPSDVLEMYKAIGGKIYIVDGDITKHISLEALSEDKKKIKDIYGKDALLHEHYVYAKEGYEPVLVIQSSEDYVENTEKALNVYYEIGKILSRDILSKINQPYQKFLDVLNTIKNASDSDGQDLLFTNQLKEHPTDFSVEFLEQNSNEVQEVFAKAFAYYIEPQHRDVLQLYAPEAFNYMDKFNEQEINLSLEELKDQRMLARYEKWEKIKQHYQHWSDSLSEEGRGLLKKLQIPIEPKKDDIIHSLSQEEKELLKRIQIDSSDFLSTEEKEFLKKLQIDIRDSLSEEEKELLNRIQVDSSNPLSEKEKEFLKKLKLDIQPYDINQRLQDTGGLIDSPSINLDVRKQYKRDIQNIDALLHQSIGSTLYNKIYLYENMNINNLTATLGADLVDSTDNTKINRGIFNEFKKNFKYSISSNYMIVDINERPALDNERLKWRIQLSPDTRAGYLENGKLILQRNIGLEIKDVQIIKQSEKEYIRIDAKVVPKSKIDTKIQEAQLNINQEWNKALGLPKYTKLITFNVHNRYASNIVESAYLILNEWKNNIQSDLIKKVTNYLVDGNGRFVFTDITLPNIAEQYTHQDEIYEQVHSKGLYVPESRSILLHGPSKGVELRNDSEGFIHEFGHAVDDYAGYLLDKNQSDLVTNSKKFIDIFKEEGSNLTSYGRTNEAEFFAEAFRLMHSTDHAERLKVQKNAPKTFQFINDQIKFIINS
# VHR inh abs = VHR1 phosphatase inhibitors, primary screen, biochemical, absorbance, uHTS; Dual specificity protein phosphatase 3 (Homo sapiens), P51452; AID 1654, 2009; inhibition, % at 13.3 µM; recombinant VHR phosphatase, pNPP absorbance; hit rate 0.52% among 290,000; in the data active = inhibition above about 50%; also: some compounds called inactive have numbers as strong as hits
# Target sequence (P51452 whole entry, looked up): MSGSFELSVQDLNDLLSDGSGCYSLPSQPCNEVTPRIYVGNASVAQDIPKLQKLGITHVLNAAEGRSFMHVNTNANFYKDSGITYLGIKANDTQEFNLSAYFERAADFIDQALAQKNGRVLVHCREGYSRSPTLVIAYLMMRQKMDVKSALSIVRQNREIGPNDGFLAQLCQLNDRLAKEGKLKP
# PriA SSB inh = inhibitors of Klebsiella pneumoniae PriA binding to SSB C-terminal tail, primary screen, biochemical, AlphaScreen; inhibition, % at 33 µM; AlphaScreen SSBct-PriA binding, biotinylated peptide; hit rate 0.6% among 430,000; in the data active = inhibition mostly above about 37%, no sharp cut-off; inactive = mostly below about 20%;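 also: plate controls were negative control peptide for no effect and reference peptide for full effect; strong numbers were not always called active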
# CCHF vOTU inh = CCHFV vOTU protease inhibitors, primary screen, biochemical, Pep-AMC substrate, fluorescence | inhibition, % at 11.5 µM | hit rate 0.55% among 370,000; in the data active = inhibition above about 30%; also: 0% = vehicle wells with enzyme and 100% = no enzyme wells
# BoNT A protease = BoNT/A light chain protease inhibitors, primary screen, biochemical, flow cytometry, MLPCN library; AID 588499, 2011; multiplex microsphere protease substrate cleavage; hit rate 0.17% among 360,000; inhibition, % at 10 µM; also: plate controls were buffer without enzyme for full effect and enzyme alone for no effect
# Rv3671c protease = Rv3671c serine protease inhibitors, primary screen, biochemical, fluorescence polarization, M. tuberculosis H37Rv; inhibition, % at 5.96 µM; hit rate 0.048% among 320,000; in the data active = inhibition above about 38%;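 also: extracellular domain of Rv3671c used as enzyme; 0% = enzyme with DMSO and 100% = no enzyme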
# Starred values were filed as active, the others as inactive; ? = inconclusive; nt = not tested or not shown; & = joins results of further samples. Rule as the data show it, unless noted: active = inhibition above about 30%; inconclusive = no clear call, values can overlap the other calls; inactive = below that. This is a subset; count on the stated rates, not on these rows.
SMILES,PrPC surface inh,MazF activator,BoNT-F LC inh,SARS 3CLpro inh,Anthrax LF inh2,VHR inh abs,PriA SSB inh,CCHF vOTU inh,BoNT A protease,Rv3671c protease
CC(C)Oc1ccc(N2CC(C(=O)Nc3ccc4c(c3)OCO4)CC2=O)cc1 (configuration not stated),2,-3,-3,1,-10,25,11,2,0.0,9
CCCN(CC(=O)Nc1ccccc1OC)C(=O)CN1C(=O)NC2(CCCCC2)C1=O,-4,4,nt,nt,nt,nt,-12,-10,nt,-5
O=C(CSCc1nc2ccccc2[nH]1)N1CCN(c2cccc(Cl)c2)CC1,11,-2,9,2,?,18,-24,12,?,-7
Cc1nn(-c2ccccc2)c(C)c1/C=N/NC(=O)c1ccc(F)cc1,6,4,1,nt,8,nt,nt,-14,-0.5,4
Cn1ccsc1=NC(=O)c1ccc(CS(C)(=O)=O)cc1,-4,9,0,-5,2,43,2,13,-0.4,-5
FC(F)(F)c1cccc(NC(=S)Nc2cccc(NC(=S)Nc3cccc(C(F)(F)F)c3)n2)c1,1,24,?,8,-1,-19,0,-4,?,-38
Oc1ccccc1CNc1nc2ccccc2n1CCN1CCCCC1,6,7,-5,-3,-7,-27,-7,-1,-0.3,5
COc1ccc(C)cc1S(=O)(=O)NCC(c1ccco1)N1CCc2ccccc2C1 (configuration not stated),5,-7,-11,nt,-6,nt,7,2,-3.9,1
O=C(NCCNC(=O)c1ccco1)c1ccco1,-4,8,-5,-6,-3,7,-16,4,0.6,0
CC(=O)c1ccc(S(=O)(=O)N2CCCC(N(C)CCc3ccccn3)C2)cc1 (configuration not stated),0,-4,nt,-2,nt,6,6,-1,nt,4
COc1ccc(C)cc1-n1[nH]nnc1=S,3,7,2,6,-8,18,-2,-13,0.8,-9
CCC1(C)Cc2c(sc3nnn(CC(=O)Nc4ccccc4C)c(=O)c23)CO1 (configuration not stated),1,4,-7,-4,-5,10,-1,7,-0.5,-3
Cc1cc(N2CCCCCC2)nc2ccc(F)cc12,3,5,-147,-6,-37,nt,-98,2,-20,0
Cc1ccc(-c2cc(C(=O)Nc3cccnc3)c3ccccc3n2)o1,-3,-4,3,-2,0,23,4,11,0.8,-8
O=C(O)CCCN1C(=O)C(=O)/C(=C(/O)c2ccc(Cl)cc2)C1c1ccccc1 (configuration not stated),0,-8,-4,-6,-3,21,nt,0,0.3,-14
O=C(CSCCO)Nc1cccc([N+](=O)[O-])c1,-25,0,-3,0,0,-4,1,4,-0.4,-4
COc1cccc2cc(/C(=N/O)c3ccc(Br)cc3)oc12,6,12,-2,-1,-1,5,nt,19,0.2,-4
Cc1cc(OCCN2CCN(S(=O)(=O)c3ccccc3F)CC2)ccc1C(C)C,0,-18,-5,nt,-9,nt,-7,8,-1.2,-8
Nc1ccc(Cl)c(S(=O)(=O)Nc2ccccc2Cl)c1,8,6,-6,-2,-1,26,7,-2,-0.6,0
O=C(Nc1cccc(O)c1)c1cccc(S(=O)(=O)N2CCCC2)c1,-2,7,-6,-5,0,4,-11,5,0.3,2
CCN(CC)CCN(C(=O)c1ccc(CN2CCCCC2)o1)C(C(=O)NC1CCCCC1)c1ccc(F)cc1 (configuration not stated),-5,3,-4,2,-1,13,-3,-3,-0.9,-1
Cc1ccc(S(=O)(=O)c2ccc(C)cc2)cc1,5,-6,-4,-3,0,24,-3,-16,-0.3,8
Cc1ccccc1-c1nc(CS(=O)(=O)CC(=O)NCCN2CCCC2)c(C)o1,-6,-12,2,3,1,6,1,3,0.8,3
COc1ccccc1C(=O)NCCC(=O)Nc1ncccc1O,1,-11,2,-1,10,16,-5,-4,0.1,-6
COc1ccccc1N1CCN(C2CCCN(C(=O)c3snnc3C)C2)CC1 (configuration not stated),-1,7,4,-2,-1,40,5,13,1.3,3
CCN(CC)CC(O)c1ccc(C2CCCC2)cc1 (configuration not stated),-6,-3,-3,-1,-3,-14,-3,2,0.0,10
CCn1c(SCc2nc3ccccc3[nH]2)nnc1-c1cccnc1,2,-4,-5,-1,-4,12,-4,-15,?,-1
COc1cccc(CNC(=O)CCC2CCCN(C(=O)c3cc4ccccc4o3)C2)c1 (configuration not stated),7,3,-6,7,1,0,-6,9,0.1,4
Cc1nc2sc3c(c2c(=O)o1)CCC3,-1,6,-9,-2,1,-24,-15,9,0.3,-7
COCCCNC(=O)C1c2ccccc2Oc2ccccc21,-10,4,42*,1,9,27,-10,7,0.2,-6
CCOC(=O)c1c(C)[nH]c(C(=O)CN2C(=O)NC(C)(c3ccc4ccccc4c3)C2=O)c1C (configuration not stated),-1,-6,-2,6,-3,13,-20,-2,-1.6,-38
CSCC[C@H](NC(=O)c1cccnc1)c1nnc2ccccn12,6,-10,3,-3,1,-25,10,12,-0.1,-6
Cc1cc(C(=O)Nc2cccc(O)c2)co1,-1,-1,-4,0,-6,-5,8,5,0.3,0
CCOC(=O)C1CCCN(C(=O)C2CCN(c3nnc(-n4cccc4)s3)CC2)C1 (configuration not stated),-7,-1,-7,-6,-1,30,-19,-2,-0.7,4
CC(=O)c1ccc(NC(=O)CSc2cn[nH]n2)cc1,-1,5,-8,-2,0,42,-13,-7,-2.0,-6
COc1cc(/C=N/NC(=O)CC2C(=O)NN=C2C)ccc1O (configuration not stated),-9,0,2,1,3,-8,nt,-3,-1.2,-7
O=C1CCCC2=C1C(c1ccsc1)CC(=O)N2c1ccccc1 (configuration not stated),6,9,-2,-1,0,-10,-7,5,0.6,-4
CCC1=NN2C(=N)/C(=C/c3cc(C)n(-c4ccccc4)c3C)C(=O)N=C2S1,3,-1,?,2,-4,-11,-8,-5,6.7,6
Cc1ccc(C(=O)Nc2cccc3ncccc23)cc1[N+](=O)[O-],-10,6,-8,-1,-5,-3,-2,-17,-0.1,7
COc1ccccc1NC(=O)c1sc2nc(-c3ccco3)ccc2c1N,nt,-4,0,5,9,22,-10,nt,22,2

# Just Rv3671c protease and PriA SSB inh, for some of the entries so far:
structure | Rv3671c protease | PriA SSB inh
COc1cc(/C=N/NC(=O)CC2C(=O)NN=C2C)ccc1O (configuration not stated) | -7 | nt
O=C1CCCC2=C1C(c1ccsc1)CC(=O)N2c1ccccc1 (configuration not stated) | -4 | -7

# Continued.
SMILES,PrPC surface inh,MazF activator,BoNT-F LC inh,SARS 3CLpro inh,Anthrax LF inh2,VHR inh abs,PriA SSB inh,CCHF vOTU inh,BoNT A protease,Rv3671c protease
CC(Nc1ccc2ccccc2c1)C(=O)N/N=C/c1ccncc1 (configuration not stated),-3,6,3,nt,-1,nt,nt,21,0.1,4
Cc1ccc(NC(=O)COC(=O)CNC(=O)c2ccc(C)s2)cc1,-3,1,6,-2,-3,16,-4,15,-1.0,8
Cc1cc(C)cc(OCC(=O)Nc2cc(C)on2)c1,-2,0,-4,-1,-1,16,0,-8,-0.1,-5
COc1ccc(CCNCc2ccc(SC)cc2)cc1,-4,-7,nt,1,nt,33,-7,2,nt,0
CC(C)COC(=O)C1C2C=CC3(CN(C4CCCC4)C(=O)C13)O2 (configuration not stated),-3,-5,6,1,-5,11,-13,5,0.2,-5
CCOC(=O)C1CCN(C(=O)c2ccc3c(c2)C(=O)N(c2ccccc2C)C3=O)CC1,-5,-3,-6,nt,1,nt,-6,14,-4.9,3
CCOC(=O)c1c(C)[nH]c(C)c1C(=O)CSc1nc2ccccc2[nH]1,-2,7,6,-4,-3,22,1,-15,-0.5,5
O=C(Nc1ccc([N+](=O)[O-])cc1)C1CC1(c1ccccc1)c1ccccc1 (configuration not stated),0,-6,-4,-1,1,0,7,1,0.5,-28
CCCn1c(=NC(C)=O)c(C(=O)OCC)cc2c(=O)n3ccccc3nc21,-14,6,-6,6,0,-8,-19,-183,0.6,-1
CN1C(=O)CCC2(C)C1=CCC1C2CCC2(C)C1CCC2(C)O (configuration not stated),-1,-4,-5,nt,3,nt,7,5,-0.2,nt

# Single records (already shown). Screens in order: PrPC surface inh | MazF activator | BoNT-F LC inh | SARS 3CLpro inh | Anthrax LF inh2 | VHR inh abs | PriA SSB inh | CCHF vOTU inh | BoNT A protease | Rv3671c protease
# CN1C(=O)CCC2(C)C1=CCC1C2CCC2(C)C1CCC2(C)O (configuration not stated) as listed: -1 | -4 | -5 | nt | 3 | nt | 7 | 5 | -0.2 | nt
# CC(C)COC(=O)C1C2C=CC3(CN(C4CCCC4)C(=O)C13)O2 (configuration not stated) as listed: -3 | -5 | 6 | 1 | -5 | 11 | -13 | 5 | 0.2 | -5
# COc1ccc(CCNCc2ccc(SC)cc2)cc1 as listed: -4 | -7 | nt | 1 | nt | 33 | -7 | 2 | nt | 0
# CCCn1c(=NC(C)=O)c(C(=O)OCC)cc2c(=O)n3ccccc3nc21 as listed: -14 | 6 | -6 | 6 | 0 | -8 | -19 | -183 | 0.6 | -1
# O=C(Nc1ccc([N+](=O)[O-])cc1)C1CC1(c1ccccc1)c1ccccc1 (configuration not stated) as listed: 0 | -6 | -4 | -1 | 1 | 0 | 7 | 1 | 0.5 | -28

# Going on with the list:
SMILES,PrPC surface inh,MazF activator,BoNT-F LC inh,SARS 3CLpro inh,Anthrax LF inh2,VHR inh abs,PriA SSB inh,CCHF vOTU inh,BoNT A protease,Rv3671c protease
Cc1cc(C)c(S(=O)(=O)N2CCN(C(=O)C(C)Cn3nc(C)nc3C)CC2)c(C)c1 (configuration not stated),-5,-2,-34,-4,5,-22,0,0,-4.9,-7
COc1cccc(S(=O)(=O)NCc2ccc3c(c2)OCO3)c1,9,-5,-10,0,-3,-2,0&1,-15,-1.1,-7
O=C(NCC1CCCO1)c1ccc(/C=N/O)nc1 (configuration not stated),-1,0,23,1,4,18,nt,9,1.7,5
O=[N+]([O-])c1ccc(OCc2nnc(-c3ccccc3)o2)cc1,8,-12,0,0,-3,10,-9,2,-0.6,9
Cn1cnnc1SCC(=O)Nc1ccc(S(N)(=O)=O)cc1,-3,10,37*,4,34*,18,-14,-10,0.7,2
